Gal4-VP16 FLuc = inhibits Gal4-VP16 luciferase reporter, ROR gamma counter-screen | Drosophila S2 Gal4-VP16 UAS-luciferase, luminescence, 20 h | Potency, µM (titrated, usually from 53.6 µM), for the others: top-dose activity, negative = inhibition, actives largely listed as inhibitors | 310,000 compounds, 3.5% hits;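 also: Gal4-VP16 expression switched on by copper sulfate through the metallothionein promoter; % is scaled to controls: 0 for no effect and ±100 for the full control effect; nearly all actives have a fitted effect of over 50% in size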
NPC1 prom act = activators of NPC1 promoter. 320,000 compounds, 2.4% hits. Potency, µM (titrated, usually from 9.22 µM), for the others: at the top dose activation, actives largely listed as activators. Huh7 NPC1 promoter luciferase reporter, 24 h;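 also: % of control where 0% means no effect; nearly all actives have a fitted effect of over 60% in size; reporter is driven by a mutant NPC1 promoter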
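Compounds in DMSO were transferred onto Huh7 NPC1-luciferase reporter cells pre-incubated 2 h; after 24 h at 37 °C, Amplite reagent was dispensed and luminescence recorded 10 min later.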
MBNL1 CUG block = MBNL1-poly(CUG) RNA binding inhibition | AID 2675 | TR-FRET MBNL1-His/biotin-(CUG)12 binding, 665/545 ratio | Potency, µM (highest dose often 57.5 µM), inactives show at the highest dose activity change, negative = inhibition, hits mostly inhibitors | Q9NR56 | 280,000 compounds, 0.036% hits; active = well fitted inhibition curve with a large enough effect in the signal ratio, with a control signal flat, not every such curve was filed as active; inconclusive = small, poorly fitted or top-dose-only effect, or effect the other way, or a change in a side signal; inactive = no such curve, though single readings can be large or run the other way; the % refers to the signal ratio; also: % is scaled to controls: 0 for no effect and ±100 for the full control effect
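Inhibition of protein-RNA binding appears as loss of TR-FRET between terbium anti-His antibody on MBNL1-His and streptavidin-XL665 on biotin-(CUG)12. Activity is normalized to buffer-only and uninhibited-complex controls.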
uPA surface inh = inhibitors of cell surface uPA generation; cell surface uPA generation assay, qHTS; AID 540303; 330,000 compounds, 0.31% hits; Potency, µM (doses to about 38.3 µM), inactives show at the top dose activity change, negative = inhibition, usual class: inhibitors; active = well fitted inhibition curve with a large enough effect; inconclusive = small, poorly fitted or top-dose-only effect; inactive = no such curve, though single readings can be large or run the other way; tested in mouse RAW 264.7 cells; also: % is scaled to controls: 0 for no effect and ±100 for the full control effect; nearly all actives have a fitted effect of over 55% in size
FLuc counter = counter-screen for miR-21 project: firefly luciferase inhibitors or activators. 360,000 compounds, 6.9% hits. Potency, µM (top dose mostly 57.5 µM), inactives show at the top dose activity change, negative = inhibition, usual class: inhibitors. purified FLuc, Km substrates, luminescence inhibition. AID 588342;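 also: plate controls were vehicle for no effect and reference inhibitor for full effect; nearly all actives have a fitted effect of over 55% in size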
Target sequence (P08659 whole entry, looked up): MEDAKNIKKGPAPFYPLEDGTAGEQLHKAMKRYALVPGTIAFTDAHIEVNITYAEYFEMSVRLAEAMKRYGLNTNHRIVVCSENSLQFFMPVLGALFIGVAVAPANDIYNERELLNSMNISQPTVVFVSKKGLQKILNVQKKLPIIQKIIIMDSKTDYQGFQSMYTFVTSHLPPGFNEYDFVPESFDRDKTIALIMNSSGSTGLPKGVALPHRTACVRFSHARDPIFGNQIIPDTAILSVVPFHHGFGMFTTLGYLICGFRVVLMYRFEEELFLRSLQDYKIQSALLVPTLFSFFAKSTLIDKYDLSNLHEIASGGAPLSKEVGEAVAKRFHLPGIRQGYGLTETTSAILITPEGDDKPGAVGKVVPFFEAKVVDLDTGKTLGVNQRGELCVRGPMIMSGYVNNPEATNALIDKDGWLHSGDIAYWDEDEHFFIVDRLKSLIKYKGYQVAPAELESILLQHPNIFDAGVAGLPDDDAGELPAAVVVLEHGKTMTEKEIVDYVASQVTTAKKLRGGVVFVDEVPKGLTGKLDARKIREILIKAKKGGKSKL
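Biochemical qHTS of compounds, final roughly 60 µM downward over six points, against 10 nM purified firefly luciferase using Km concentrations of substrates (10 uM D-luciferin, 10 uM ATP) in Tris acetate pH 7.5 buffer; luminescence output.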
Rab9 prom act = activates the Rab9 promoter; Huh7 Rab9 promoter-luciferase reporter, luminescence, 24 h; Potency, µM (series often up to 9.22 µM), for the others: top-dose activation, negative = inhibition, actives largely listed as activators; 320,000 compounds, 2.8% hits; also: % of control where 0% means no effect; nearly all actives have a fitted effect of over 60% in size
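Stable Rab9-luc Huh7, 1500 cells/well, 2 h settle; cmpd in DMSO, 24 h, 37 °C/5% CO2; luciferase reagent 10 min RT; luminescence.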
ELG1 genotoxic = induces genotoxicity in HEK293T cells with luciferase-tagged ELG1 | HEK293T ELG1-luciferase reporter, luminescence, 16 h | Potency, µM (titrated, usually from 46 µM), without a hit: top-dose activity change, positive = activation, hits mostly activators | 330,000 compounds, 1.3% hits | AID 504466; also: % of control where 0% means no effect; nearly all actives have a fitted effect of over 60% in size
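16 hr compound incubation (37 °C, 5% CO2) of HEK293T cells carrying luciferase-tagged ELG1; luciferase then measured by ONE-Glo luminescence after 30 min at RT.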
RORg inh = ROR gamma (mouse) transcription inhibition | Potency, µM (titrated, usually from 53.6 µM), inactives show at the highest dose activity change, negative = inhibition, actives largely listed as inhibitors | AID 2551 | Drosophila S2 Gal4-RORgamma UAS-luciferase reporter, 20 h | 310,000 compounds, 5.4% hits | P51450; also: % is scaled to controls: 0 for no effect and ±100 for the full control effect; nearly all actives have a fitted effect of over 60% in size
Target sequence (P51450 whole entry, looked up, the tested form may be a part): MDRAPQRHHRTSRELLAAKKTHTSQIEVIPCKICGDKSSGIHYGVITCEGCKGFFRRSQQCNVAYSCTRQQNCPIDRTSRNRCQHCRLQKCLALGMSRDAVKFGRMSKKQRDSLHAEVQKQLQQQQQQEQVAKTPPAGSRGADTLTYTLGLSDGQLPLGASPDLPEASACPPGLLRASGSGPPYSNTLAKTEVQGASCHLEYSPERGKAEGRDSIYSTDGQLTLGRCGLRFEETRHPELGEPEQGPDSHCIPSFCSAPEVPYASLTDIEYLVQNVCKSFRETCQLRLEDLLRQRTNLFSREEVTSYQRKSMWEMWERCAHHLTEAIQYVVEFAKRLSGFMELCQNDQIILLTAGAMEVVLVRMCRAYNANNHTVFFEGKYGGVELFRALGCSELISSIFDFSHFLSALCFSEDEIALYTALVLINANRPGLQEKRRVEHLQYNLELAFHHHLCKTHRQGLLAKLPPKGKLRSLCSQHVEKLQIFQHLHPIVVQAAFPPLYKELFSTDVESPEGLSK
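Drosophila S2 cells stably expressing Gal4-DBD/mouse RORγ fusion under metallothionein promoter plus UAS-luciferase; compound 1 h, then 700 uM CuSO4 induction for 20 h at ambient temperature; inhibition read as reduced luminescence.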
BRCA1 expr up = increases BRCA1 expression; MCF7-BRCA1-FFLuc reporter, luminescence, 48 h; response scale: scaled: vehicle 0%, 10 µM genistein 100%; Potency, µM (series often up to 46.1 µM), for the others: top-dose activation, hits mostly activators; 380,000 compounds, 1.1% hits; also: nearly all actives have a fitted effect of over 80% in size; some results filed as inactive show a strong effect at the top dose
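Compounds are tested at multiple concentrations on MCF7 BRCA1-luciferase reporter cells seeded at 2000 per well; after 48 h, a single luminescence end-point is taken and curves fitted to the normalized data.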
MLL CXXC-DNA inh = blocks binding of human MLL CXXC domain to DNA; MLL-CXXC / FITC-HOXA9 DNA fluorescence polarization; AID 2662; 290,000 compounds, 0.037% hits; Q03164; Potency, µM (series often up to 115 µM), without a hit: at the top dose activity change, negative = inhibition, actives largely listed as inhibitors; active = well fitted inhibition curve with a large enough effect in the polarisation, with a control signal flat, not every such curve was filed as active; inconclusive = small, poorly fitted or top-dose-only effect, or effect the other way, or a change in a side signal; inactive = no such curve, though single readings can be large or run the other way; the % refers to the polarisation
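Steps: dispense CXXC domain solution (7 uM) → pin compounds or unlabeled HOX-A9 DNA control → 5 min ambient → add FLSN-HOX-A9 solution (50 nM) → spin → 30 min ambient → fluorescence polarization. Tris pH 7.5/NaCl/DTT/BSA buffer.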
p53 reactivation = restores transcriptional activity of mutant p53 | H1299 p53-A138V BP100-luciferase reporter, luminescence, 24 h | Potency, µM (highest dose often 92.2 µM), for inactives: top-dose activity change, positive = activation, usual class: activators | 320,000 compounds, 0.063% hits; also: % of control where 0% means no effect; nearly all actives have a fitted effect of over 45% in size
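p53-null H1299 cells stably carrying temperature-sensitive p53-A138V and a BP100-luciferase reporter were pinned with compounds (4-point, 1:5 series) and held 24 hrs at 37 deg C. Luminescence was read 10 min after detection reagent.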
Numbers without * were called inactive; ? = inconclusive; · = not tested or not shown; & = joins results of further samples; [ ] = dose if it differs, or a comment. Unless noted, calls follow the shape of the dose curve; as a rule, active = well fitted curve in the direction sought with a large enough effect; inconclusive = small, poorly fitted or top-dose-only effect, or another doubt; inactive = no such curve, though single readings can be large; an effect the other way counts as inactive or inconclusive. Potency is read from the fitted curve at half-maximal effect.

SMILES	Gal4-VP16 FLuc	NPC1 prom act	MBNL1 CUG block	uPA surface inh	FLuc counter	Rab9 prom act	ELG1 genotoxic	RORg inh	BRCA1 expr up	MLL CXXC-DNA inh	p53 reactivation
CC(C)(C)OC(=O)NCCCCCNC(=O)c1[nH]cnc1C(=O)Nc1ccccc1	·	2%	·	-3%	?	2%	-10%	·	-63%	·	-7%
CCOC(=O)C1=C(N2CCCCC2)c2cc3c(n2C1=O)CCCC3	-1%	6%	?	-2%	?	-5%	-5%	12%	-4%	1%	-3%
O=C(O)/C=C/c1ccc(S(=O)(=O)Nc2ccc(OCc3ccccc3)cc2)cc1	-12%	-7%	1%	4%	-20%	7%	0%	0%	14%	-4%	-2%
O=C(CNC(=O)c1cccs1)Nc1cccc(S(=O)(=O)N2CCOCC2)c1	·	1%	·	-2%	-6%	1%	0%	·	0%	·	0%
CCCC[n+]1ccn(C2=C([O-])c3ccccc3C(=O)/C2=N\S(=O)(=O)c2ccccc2)c1	?	1%	?	-13%	-3%	16%	-1%	?	-100%[inhibitor]	-6%	-11%
COc1ccc(N2CCN(C(=O)c3cccc(NC(=O)c4ccco4)c3)CC2)cc1	4%	1%	3%	-3%	3%	5%	-7%	27%	-1%	-2%	-6%
CC(=O)c1cccc(-n2nnnc2SCC(=O)NNC(=O)C(C)C)c1	8%	-10%	-5%	2%	0%	-10%	-2%	-7%	-8%	-12%	-5%
COc1ccc(-c2cnnc(N/N=C/c3ccc(O)c(OC)c3)n2)cc1	-12%	-19%	?	-15%	1.2µM*	-4%	7%	-11%	-6%	13%	?
CCOc1ccc2c(c1)cc(CN(C(=O)CC)C1CCCCC1)c1nnnn12	2%	-2%	-2%	-4%	1%	-1%	-9%	-4%	-39%	7%	1%
CC(Sc1nnc(-c2ccco2)n1C)C(=O)N(C)C1CCCCC1 (configuration not stated)	·	-1%	·	0%	4%	-8%	-3%	·	-14%	·	3%
CCc1n(CC(O)COC2CCCCC2)c2ccccc2[n+]1C (configuration not stated)	-2%	-2%	-7%	-4%	0%	-5%	-7%	-14%	-3%	-5%	-3%
CCOC(=O)[C@@H]1[C@H]2COc3cc(OC)ccc3[C@@H]2N2C(=O)N(c3ccc(Cl)cc3)C(=O)[C@@]12C	?	-2%	8%	10%	?	3%	1%	8.9µM*	42%	6%	9%
Cc1ccc(-n2ncc3c2ncn2c(C)nnc32)cc1C	17%	2.5µM*	7%	1%	5.4µM*	2µM*	?	2%	?	2%	?
Cc1c(C(=O)OCC(=O)NCc2ccco2)cccc1[N+](=O)[O-]	·	-2%	·	15%	0%	0%	2%	·	-2%	·	6%
O=C(NNC(=S)Nc1ccccc1)c1ccccc1[N+](=O)[O-]	20%	-3%	3%	0%	-1%	2%	-10%	-33%	5%	-10%	-3%
CC(C)C(=O)N(Cc1ccc2c(c1)OCO2)Cc1ccccn1	1%	1%	17%	·	-1%	5%	-3%	36%	8%	7%	-1%
COc1ccc(NC(=O)C(C)Sc2ccccc2)cc1 (configuration not stated)	4%	16%	-4%	-3%	-19%	14%	28%	24%	30%	-2%	12%
Cc1ccccc1C(=O)Nc1ccccc1NC(=O)c1ccccc1Br	1%	-5%	0%	3%	3%	0%	-7%	1%	-8%	8%	-3%
O=C(Nc1ccc(S(=O)(=O)NCC2CCCO2)cc1)c1cnccn1 (configuration not stated)	-11%	-4%	-4%	-4%	0%	-2%	-11%	13%	-7%	-9%	-2%
CC1=C(C(N)=O)S(=O)(=O)c2ccccc21	1%	-1%	21%	4%	3%	0%	-9%	-31%	21%	?	-2%
COc1ccc(-c2nonc2NC(=O)c2oc3ccc(F)cc3c2C)cc1OC	-11%	-9%	9%	-13%	-1%	-2%	-3%	0%	-41%	15%	8%
Cc1nc(C)c(Oc2cccc(C(F)(F)F)c2)c(=O)[nH]1	1%	-1%	·	3%	6%	-1%	0%	-15%	0%	-21%	-2%
CCC(C)(C)NC(=O)C(c1ccc(C)cc1)N(CC1CCCO1)C(=O)c1csnn1 (configuration not stated)	-3%	5%	-1%	0%	3%	-3%	8%	0%	-6%	3%	13%
CCCn1c(N)c(N(CCOC)C(=O)c2ccc(Cl)c([N+](=O)[O-])c2)c(=O)[nH]c1=O	-4%	0%	14%	-5%	-1%	-3%	-1%	-18%	-26%	-6%	-1%
Cc1ccc(C(=O)CCC(=O)OCC(=O)NNC(=O)c2ccccc2Cl)cc1	·	0%	·	6%	?	3%	0%	·	-7%	·	13%
Cc1ccccc1NC(=O)Nc1nnc(Cc2ccc([N+](=O)[O-])cc2)s1	?	-2%	·	5%	4%	-3%	9%	?	-46%	21%	-2%
CCN(CC)CCNC(=O)c1ccc(NC(=O)C2CC(=O)N(CCc3ccc(OC)c(OC)c3)C2)cc1 (configuration not stated)	·	-2%	·	10%	3%	15%	4%	·	10%	·	1%
Cc1ccc(C(=O)N/C(=C/c2cccc([N+](=O)[O-])c2)C(=O)NCC2CCCO2)cc1 (configuration not stated)	-1%	-4%	?	-18%	0%	-4%	-4%	11%	-12%	0%	1%
CCC(C(=O)Nc1cccc(C(=O)O)c1C)c1ccccc1 (configuration not stated)	-7%	-2%	-3%	2%	-1%	1%	4%	2%	17%	22%	-1%
CC(C)Oc1ccc(C2c3c(oc4ccccc4c3=O)C(=O)N2CCCN2CCOCC2)cc1 (configuration not stated)	15%	4%	14%	11%	1%	14%	21µM*	7%	5%	11%	21%
CC(C)CC(c1nnnn1Cc1ccc(F)cc1)N1CCC(C(N)=O)CC1 (configuration not stated)	-18%	0%	·	1%	0%	-4%	1%	31%	0%	1%	1%
CNCCCOc1ccc(C)cc1Br	5%	1%	1%	4%	9%	-3%	3%	-27%	13%	2%	-1%
CC1(C)C([N+](=O)[O-])C(c2ccccc2O)NC(c2ccccc2O)C1[N+](=O)[O-] (configuration not stated)	-7%	-2%	3%	3%	2%	-8%	-1%	-42%	-31%	·	0%
CCC(CC(C)(C)O)C(=O)NNC(=S)Nc1ccccc1 (configuration not stated)	-16%	-1%	5%	0%	-2%	-3%	3%	-33%	1%	0%	3%
CCN1CCN(CC(O)COc2ccc(C)c(C)c2)CC1 (configuration not stated)	7%	0%	-9%	-3%&-3%	11%	4%	1%	8%	-2%&-2%	13%	1%
Cc1cc(C)n(-c2nc3ccccc3c(=O)n2OCC(N)=O)n1	20µM*	1%	1%	-1%	2%	5%	-1%	6.3µM*	-3%	-5%	3%
CCOc1ccc(OCC)c(NC(=O)c2ccc(CNc3c(N4CCOCC4)c(=O)c3=O)cc2)c1	-5%	2%	-3%	-7%	5%	-10%	3%	-21%	-24%	2%	-12%
O=C(c1ccco1)N1CCN(S(=O)(=O)c2ccc(Cl)s2)CC1	-3%	2%	8%	-7%	3%	-1%	-3%	13%	-5%	4%	-5%
O=C(NCCS(=O)(=O)N1CCN(c2ccccc2F)CC1)c1ccc(Cl)cc1	·	1%	·	7%	7%	-3%	-6%	·	-6%	·	3%
Cc1cc(C(=O)OCC(=O)Nc2cccc(S(=O)(=O)N(C)C)c2)c(C)o1	-1%	-2%	-7%	11%	2%	-9%	-5%	4%	-8%	0%	-3%
CN(NS(=O)(=O)c1ccc(Br)cc1)c1nc(C(F)(F)F)nc2ccccc12	?	-1%	·	-3%	?	2%	-16%	?	-24%	9%	-4%
O=C(Nc1cccc(F)c1)C1CCCCC1	·	7%	·	-7%	-13%	1%	-4%	·	23%	·	6%
C/C(=N\NC(=O)C(=O)Nc1ccc(C)cc1)c1ccncc1	-10%	-1%	2%	-5%	-1%	-1%	1%	25%	-18%	1%	-5%
Cc1ccc(Sc2ccc(CO)cc2[N+](=O)[O-])cc1	6%	-8%	?	-4%	-18%	19%	0%	-3%	-17%	-4%	?
CC1CCCCN1Cc1nc2c(c(=O)n(C)c(=O)n2C)n1CCc1ccccc1 (configuration not stated)	7%	-5%	3%	0%	-2%	-10%	-1%	-17%	-33%	0%	6%

Reprinted at random: 2 compounds from above.
SMILES	Gal4-VP16 FLuc	NPC1 prom act	MBNL1 CUG block	uPA surface inh	FLuc counter	Rab9 prom act	ELG1 genotoxic	RORg inh	BRCA1 expr up	MLL CXXC-DNA inh	p53 reactivation
CNCCCOc1ccc(C)cc1Br	5%	1%	1%	4%	9%	-3%	3%	-27%	13%	2%	-1%
O=C(NCCS(=O)(=O)N1CCN(c2ccccc2F)CC1)c1ccc(Cl)cc1	·	1%	·	7%	7%	-3%	-6%	·	-6%	·	3%

Bioassay records as filed in PubChem.

An excerpt; rates above refer to the full screens.
